Nrf2 inh = Nrf2 qHTS screen for inhibitors | A549 ARE-Fluc reporter, luciferase luminescence, 18-24 h | Potency, µM (highest dose often 46 µM), for the others: at the highest dose activity change, negative = inhibition, actives largely listed as inhibitors | hit rate 2.1% among 360,000; note: potency is the fitted concentration of half-maximal effect; % is set by controls: 0 for no effect and ±100 for the full control effect; nearly all actives have a fitted effect of over 60% in size
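In this cell-based qHTS, ARE-driven firefly luciferase in A549 cells reports Nrf2 activity; the luminescent signal after BugLite lysis is the measured value, with a prior CellTiter-Fluor read for cell health.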
ATXN2 expr inh = Primary qHTS for Inhibitors of ATXN expression; hit rate 0.72% among 360,000; HEK-293 ATXN2-luciferase reporter, luminescence, 24 h; Potency, µM (titrated, usually from 57 µM), without a hit: at the top dose activity change, negative = inhibition, hits mostly inhibitors; AID 1745845, 2022; note: potency is the fitted concentration of half-maximal effect; % is set by controls: 0 for no effect and ±100 for the full control effect; nearly all actives have a fitted effect of over 55% in size
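qHTS (up to 57 uM final) was run with 24 h compound exposure of reporter cells at 37 °C. Each well was multiplexed: SteadyGlo luminescence measured ATXN2-luciferase expression after a fluorogenic Gly-Phe-AFC viability readout (25 uM final).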
HepG2 viability = qHTS for Inhibitors of TGF-b: Cytotox Counterscreen | HepG2 CAGA-GFP viability, ATP luminescence, 18 h | AID 588856, 2011 | Potency, µM (doses to about 46.1 µM), for inactives: at the top dose activity change, negative = cytotoxicity, hits mostly cytotoxic | hit rate 0.76% among 410,000; note: potency is the fitted concentration of half-maximal effect; some results filed as inactive show a strong effect at the top dose
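CellTiter-Glo luminescence gave cytotoxicity after 18 hours at 37 degrees C. The cells were HepG2 CAGA-GFP in 1% FBS DMEM, stimulated with 500 pg/mL TGF-beta after compound addition. %Activity was normalised to no-cell wells (complete cell-killing) and DMSO (no toxicity), and curves were fitted and classified.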
TGFb SMAD3 inh = qHTS for Inhibitors of TGF-b; hit rate 1.2% among 410,000; Potency, µM (highest dose often 46.1 µM), for inactives: at the highest dose activity, negative = inhibition, actives largely listed as inhibitors; HepG2 CAGA-GFP TGF-b/SMAD3 reporter, GFP fluorescence, 18 h; TGF-beta stimulated, 500 pg/mL final; note: potency is the fitted concentration of half-maximal effect; % is set by controls: 0 for no effect and ±100 for the full control effect; nearly all actives have a fitted effect of over 65% in size
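GFP signal (ex488/em500-530) from TGF-beta-stimulated HEPG2 CAGA-GFP cells, 500 pg/mL final, 18 h at 37 degrees C in DMEM plus 1% FBS, normalized to unstimulated and DMSO-stimulated controls.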
IL-2 act = qHTS of IL-2 Activators | activation, % (series mostly up to about 46 µM) | IL-2 activation reporter assay, cell-based qHTS; stimulated with anti-CD3/CD4/CD28 beads; in transgenic mouse T cells | hit rate 0.065% among 360,000; in the data active = activation above about 50%; inconclusive = mostly about 30% to 49%; note: 0% is about no effect
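Readout: EGFP and DsRed signals by fluorescent plate cytometry. Unstimulated transgenic mouse T cells received compound 60 min before antibody-bead stimulation, then incubated 18 h at 37 degrees C.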
A549 viability = Nrf2 qHTS screen for inhibitors: counterscreen for cytotoxicity. A549 ARE-Fluc cells, CellTiter-Fluor viability, 18-24 h. hit rate 0.16% among 390,000. Potency, µM (titrated, usually from 46 µM), inactives show at the top dose activity change, negative = cytotoxicity, actives largely listed as inhibitors; note: potency is the fitted concentration of half-maximal effect; % is set by controls: 0 for no effect and ±100 for the full control effect
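A549 ARE-Fluc cells in 5% FBS OPTI-MEM, 5000 cells/well, rested 2 h then exposed to compounds in concentration-response for 18-24 h at 37 °C. Viability by CellTiter-Fluor fluorescence (Ex 405/Em 525) after 30 min; luciferase luminescence (BugLite, 15 min, RT) read afterwards.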
S2 tox = Viability Counterscreen for Primary qHTS for Inhibitors of ATXN expression; hit rate 0.49% among 400,000; S2 cells (HEK-293 line with an ATXN2-luciferase reporter) viability, CellTiter-Fluor protease fluorescence, 24 h; AID 651635, 2014; Potency, µM (titrated, usually from 56.7 µM), most hits filed as cytotoxic; note: potency is the fitted concentration of half-maximal effect; nearly all actives have a fitted effect of over 40% in size
Nrf2 activator = qHTS of Nrf2 Activators | Potency, µM (highest dose often 46.1 µM), for the others: at the top dose activation, actives largely listed as activators | AREc32 ARE-luciferase reporter (MCF7-derived line), luminescence, 24 h | hit rate 0.31% among 410,000; note: potency is the fitted concentration of half-maximal effect; % of control where 0% means no effect; nearly all actives have a fitted effect of over 65% in size
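Luciferase luminescence (Steady-Glo, 30 min at room temperature) served as the read-out of ARE activation in AREc32 cells treated with compounds for 24 hr at 37 deg C.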
EPAC2 ag = qHTS for Agonist of cAMP-regulated guanine nucleotide exchange factor 4 (EPAC2): primary screen; EPAC2 activation, biochemical qHTS; response scale: 100% = 6.5 mM cAMP response; Potency, µM (doses to about 154 µM), without a hit: at the top dose activation, usual class: activators; hit rate 0.079% among 360,000; Rap guanine nucleotide exchange factor 4 (Homo sapiens), Q8WZA2; note: potency is the fitted concentration of half-maximal effect; nearly all actives have a fitted effect of over 50% in size
Target sequence (Q8WZA2 whole entry, looked up): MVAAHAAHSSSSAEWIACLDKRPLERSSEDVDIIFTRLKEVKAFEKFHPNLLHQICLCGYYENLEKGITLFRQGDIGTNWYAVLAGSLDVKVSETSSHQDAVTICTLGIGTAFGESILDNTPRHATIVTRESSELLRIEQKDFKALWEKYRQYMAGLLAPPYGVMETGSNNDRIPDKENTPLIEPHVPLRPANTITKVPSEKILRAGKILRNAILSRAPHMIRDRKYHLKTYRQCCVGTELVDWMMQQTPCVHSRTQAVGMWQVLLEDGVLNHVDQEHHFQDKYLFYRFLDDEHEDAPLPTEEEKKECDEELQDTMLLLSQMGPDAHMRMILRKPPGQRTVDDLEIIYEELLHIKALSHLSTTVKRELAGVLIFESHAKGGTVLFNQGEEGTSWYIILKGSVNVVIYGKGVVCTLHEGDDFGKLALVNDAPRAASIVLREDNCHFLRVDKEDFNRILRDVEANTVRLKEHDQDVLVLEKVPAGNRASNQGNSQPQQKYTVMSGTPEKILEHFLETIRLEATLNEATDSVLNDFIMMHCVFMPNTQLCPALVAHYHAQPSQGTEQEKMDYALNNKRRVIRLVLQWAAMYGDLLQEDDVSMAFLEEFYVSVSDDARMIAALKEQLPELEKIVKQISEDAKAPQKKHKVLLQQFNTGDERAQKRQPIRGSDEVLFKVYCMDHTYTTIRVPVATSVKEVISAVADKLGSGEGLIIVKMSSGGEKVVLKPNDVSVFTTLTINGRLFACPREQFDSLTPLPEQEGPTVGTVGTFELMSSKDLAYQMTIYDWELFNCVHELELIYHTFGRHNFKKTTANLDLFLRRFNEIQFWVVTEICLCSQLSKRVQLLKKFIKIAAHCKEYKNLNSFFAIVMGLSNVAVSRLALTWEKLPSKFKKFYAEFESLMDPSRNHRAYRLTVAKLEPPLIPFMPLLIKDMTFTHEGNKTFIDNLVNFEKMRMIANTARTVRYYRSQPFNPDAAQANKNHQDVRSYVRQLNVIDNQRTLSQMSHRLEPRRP
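Setup: EPAC2 100 nM, labeled Rap1B complex 250 nM, free GDP 50 uM. Compound titrations pinned in, brief spin, 5 min room temperature incubation. Kinetic fluorescence read over 30 min, normalized to 6.5 mM cAMP.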
* marks the source's active call; other numbers are inactive results; i = inactive; ? = inconclusive; . = not tested or not shown; & = joins results of further samples; [ ] = another dose, or the depositor's remark. Unless noted, calls come from the whole dose curve; as a rule, active = well fitted curve in the direction sought with a large enough effect; inconclusive = small, poorly fitted or top-dose-only effect, or another doubt; inactive = no such curve, though single readings can be large; an effect the other way counts as inactive or inconclusive.

SMILES	Nrf2 inh	ATXN2 expr inh	HepG2 viability	TGFb SMAD3 inh	IL-2 act	A549 viability	S2 tox	Nrf2 activator	EPAC2 ag
COc1ccc(C2C(C#N)=C(N)N(c3cccnc3)C3=C2C(=O)CCC3)cc1Cn1cc([N+](=O)[O-])cn1 (configuration not stated)	9%	4%	-5%	-7%	-2.4	-4%	i	2.9%	-7%
COc1ccc(/C=C/c2noc(-c3ccccc3O)n2)cc1	?	7%	-32%	1%	-2.6	7%	i	2.0%	6%
COc1cc(C(=O)NC(=S)N(CCC#N)Cc2cccnc2)cc(OC)c1OC	-5%	-3%	3%	?	-2.5	2%	i	-0.3%	6%
COc1cccc(CNC(=O)C2CCN(S(=O)(=O)c3ccc4c(c3)OCCO4)CC2)c1	-11%	-2%	2%	37%[activator]	-1.7	-3%	?	0.0%	0%
COc1cccc(NC(=S)NC2CC(C)(C)NC(C)(C)C2)c1	-3%	-6%	-34%	-16%	0.3	13%	i	-0.1%	14%
O=C(CN(Cc1ccco1)Cc1ccco1)Nc1cc(S(=O)(=O)N2CCCCC2)ccc1Cl	?	.	5%	?	-1.1	0%	i	7.4%	1%
Cc1ccc(-c2nnc(-n3nnc4ccccc43)c3ccccc23)cc1	?	-13%	2%	-24%	-3.0	?	i	0.2%	3%
O=C(c1ccc(CNc2c(N3CCOCC3)c(=O)c2=O)cc1)N1CC=C(c2ccccc2)CC1	?	-14%	-25%	5%	-2.7	3%	i	0.0%	2%
Clc1ccc(CSc2cnnc3ccccc23)cc1Cl	?	7%	11%	-1%	-0.3	-2%	i	0.7%	5%
COc1ccc(C(=O)CSc2nnc(-c3ccco3)n2C)cc1	26%	1%	1%	-1%	-2.5	-3%	i	2.8%	4%
CCCc1cc2c(OC(=O)CC)c(-c3ccc(C(=O)OCC)o3)c(=O)oc2cc1OC	8%	3%	-9%	-27%	1.2	-8%	i	-0.2%	-18%
Cc1ccc(-c2nn(-c3ccccc3)cc2C(=O)NC2CCC(O)CC2)cc1 (configuration not stated)	19%	9%	-25%	-14%	-0.4	-9%	i	-0.3%	-5%
N#CC12CCCCC1CC1CCCCC1(C#N)N2N (configuration not stated)	-11%	4%	1%	-8%	5.3	-1%	i	4.3%	9%
CCN1CCN(Cc2cccc(Oc3ccc(Cl)cc3)c2)CC1	?	-24%	-50%	?	6.1	?	i	2.6%	0%
Cc1nccn1CCCNC(=O)c1nc(Cn2cc([N+](=O)[O-])cn2)no1	-27%	28%	-2%	15%	1.0	2%	i	0.0%	-4%
O=C1Cc2ccccc2C(=O)N1Cc1cccc(Cl)c1	-24%	-13%	-2%	5%	-1.2	-8%	.	-0.4%	11%
CC(C)Sc1nc2ccc(Br)cc2[nH]1	?	38%	-1%	5%	1.1	3%	i	-0.4%	-8%
Cc1cc(C)cc(N2C(N)=NC(N)=NC2c2ccccc2F)c1 (configuration not stated)	12%	-8%	-32%	1%	-0.8	5%	i	1.0%	1%
Cc1ccc(NC(=O)CCOc2ccccc2)cc1S(=O)(=O)Nc1ccccc1Cl	?	-18%	18%	10%	-4.5	-20%	i	-0.8%	8%
CCCCOCC(O)CN1CCN(C(C)=O)CC1 (configuration not stated)	10%	5%	0%	-8%	0.4	?	i	-0.3%	6%
CC(=O)c1cc2c(cc1F)C(C)(C)CCC2(C)C	7%	-24%	-2%	2%	1.6	4%	i	-0.8%	-1%
COC(=O)CSc1nc(N)nc(C)c1Cl	11%	-1%	-4%	22%	0.1	3%	i	0.0%	4%
COc1ccc(CCN(C)CCCN2CC(c3ccccc3)CC2=O)cc1OC (configuration not stated)	1%	-15%	0%	4%	-0.6	2%	i	-0.4%	10%
COc1cccc(C(C)NC(=S)NCc2ccc(F)cc2)c1 (configuration not stated)	-22%	?	-37%	?	-2.2	4%	i	-1.0%	6%
Cn1c(=O)[nH]c(=O)c2c1nc(SCCO)n2Cc1ccccc1Cl	-8%	-22%	7%	-8%	-0.2	0%	i	-0.7%	3%
O=C(O)C(c1ccccc1)N1C(=O)c2cccc3cccc(c23)C1=O (configuration not stated)	23%	.	-5%	-19%	0.4	?	?	0.4%	-2%
O=C1CN(C(=O)COC(=O)CCNS(=O)(=O)c2ccc(Cl)cc2)c2ccccc2N1	-17%	5%	5%	14%	0.6	6%	i	-0.1%	3%
COc1cccc(/C=C2\SC(=O)NC2=O)c1OCc1ccc(C(=O)O)cc1	0%	-19%	-8%	-22%	4.3	0%	i	-0.1%	10%
CCCCC[C@@H](C)N1C[C@@H](COCc2ccccc2)Oc2cc(N3CC[C@H](O)C3)ccc2S1(=O)=O	.	?	.	.	-1.0	.	?	1.1%	0%
CCN1C(=O)c2cccc3c(S(=O)(=O)NC(Cc4c[nH]c5ccccc45)C(=O)O)ccc1c23 (configuration not stated)	.	-3%	7%	0%	-2.7	-7%	i	0.4%	3%
CCN(C(=O)c1cc2cc3ccc(C)cc3nc2o1)c1ccc(OC)cc1	?	28%	-2%	2%	-0.5	-1%	i	0.4%	13%
CC(=O)N1CCc2cc(S(=O)(=O)NC(Cc3ccccc3)C(=O)NCc3ccccc3)ccc21 (configuration not stated)	3%	1%	-1%	1%	.	2%	i	0.1%	.
O=C(CCc1nnc(CCCc2ccccc2)o1)NCC(F)(F)F	26%	.	-21%	-3%	0.4	0%	i	3.5%	8%
O=C(CSCc1ccc(F)cc1)Nc1ccc(F)cc1	16%	30%	-4%	15%	2.0	-1%	i	0.2%	-2%
COc1ccccc1S(=O)(=O)N(C)C[C@@H]1OCc2cn(nn2)CCCC(=O)N([C@H](C)CO)C[C@H]1C	.	13%	-16%	-2%	-4.4	.	i	-0.6%	9%
COc1ccc(-c2cc(C(=O)Nc3nc4ccccc4s3)c3ccccc3n2)cc1OC	1%	1%	-2%	-19%	-1.3	0%	i	2.7%	15%
CCN(CC)CCCNc1cc(C)c(C#N)c2nc3ccccc3n12	.	.	15%	1%	0.9	.	.	3.8%	-3%
COc1ccc(CCN2C(=O)N(c3ccc(F)cc3)C(=O)C2CC(=O)Nc2ccccc2)cc1OC (configuration not stated)	5%	4%	-25%	-14%	.	0%	i	3.7%	.
Cc1ccccc1CN1C[C@@H]2C[C@@H](c3ccc4nsnc4c3)N3CCC[C@@]23C1=O	-19%	.	-7%	?	-0.3	-15%	i	-0.9%	14%
NC(=O)c1cc(N)ccc1N1CCCC1	-14%	-15%	-7%	0%	-3.1	-11%	i	0.3%	1%
CCC(C)(C)C1CCC2(CC1)NC(=O)N(CC(=O)N(C)CC(=O)Nc1ccccc1C(F)(F)F)C2=O (configuration not stated)	15µM*	-12%	-14%	2%	0.0	-20%	i	-0.7%	-18%
O=C(c1ccc([N+](=O)[O-])o1)N(Cc1nnc(-c2ccccc2Cl)o1)C1CC1	14%	-20%	1%	1%	1.4	0%	i	?	6%
CCOc1ccc(NC(=O)CN(C)C(=O)c2cc3c(s2)CCCCC3)cc1OCC	?	-10%	-2%	2%	5.0	?	i	-0.1%	-9%
O=C(CCn1c(=O)c2cccn2c2cccnc21)NCc1ccccc1Cl	3%	.	0%	-30%	.	11%	.	0.8%	.
O=C(N/N=C/C1CCCCC1)c1ccccc1-n1cccc1	-1%	0%	3%	6%	-0.8	2%	i	-0.3%	7%
Cc1ccc(C(Nc2ccccn2)c2ccc3cccnc3c2O)cc1 (configuration not stated)	?	?	-22%	?	.	-7%	?	-0.8%	.
Cc1cccc(CNS(=O)(=O)c2csc(C(N)=O)c2)c1	6%&-16%	-9%	-32%&-6%	?	0.2	1%&0%	i	0.4%&0.3%	2%
COc1ccc(CCNC(=O)C2CCCN(Cc3nc(-c4cccc(Cl)c4)oc3C)C2)cc1OC (configuration not stated)	?	-28%	2%	-8%	-1.6	-8%	?	0.3%	-6%
O=C1Nc2ccc(Br)cc2C1(O)c1ccccc1 (configuration not stated)	6%	9%	0%	-6%	1.3	-2%	i	1.1%	1%
Cc1ccccc1OCC(=O)OCC(=O)NCc1ccco1	-1%	3%	-1%	1%	-3.7	2%	i	-0.8%	-13%
(continued)
SMILES	Nrf2 inh	ATXN2 expr inh	HepG2 viability	TGFb SMAD3 inh	IL-2 act	A549 viability	S2 tox	Nrf2 activator	EPAC2 ag
COc1ccc(SCCN2CCN(CC(C)C)CCC2=O)cc1	?	3%	-27%&-11%	-7%&-17%	0.4	-1%&9%	i	0.0%	6%
O=C(NCCCn1ccnc1)c1ccc(-c2cccc(C(F)(F)F)c2)o1	?	.	-16%	-15%	-0.3	18%	i	2.8%	2%
CCS(=O)(=O)c1ccc2oc(Nc3ccc(C(C)(C)C)cc3)nc2c1	-20%	14%	1%	4%	0.7	2%	i	0.3%	3%
CC(=O)n1c(C=Nc2ccc(Cl)cc2)c(O)c2ccccc21	18%	2%	-13%	1%	84*	-3%	i	?	?

4 of these compounds, set out differently:
SMILES,Nrf2 inh,ATXN2 expr inh,HepG2 viability,TGFb SMAD3 inh,IL-2 act,A549 viability,S2 tox,Nrf2 activator,EPAC2 ag
COc1ccc(SCCN2CCN(CC(C)C)CCC2=O)cc1,?,3%,-27%&-11%,-7%&-17%,0.4,-1%&9%,i,0.0%,6%
O=C(NCCCn1ccnc1)c1ccc(-c2cccc(C(F)(F)F)c2)o1,?,.,-16%,-15%,-0.3,18%,i,2.8%,2%
CCS(=O)(=O)c1ccc2oc(Nc3ccc(C(C)(C)C)cc3)nc2c1,-20%,14%,1%,4%,0.7,2%,i,0.3%,3%
CC(=O)n1c(C=Nc2ccc(Cl)cc2)c(O)c2ccccc21,18%,2%,-13%,1%,84*,-3%,i,?,?

Compound activity (PubChem BioAssay)

Outcome played no part in choosing rows (roughly 4.3% active in at least one column).
